Assay outcomes as filed in PubChem.
BLM helicase inh: blocks DNA unwinding by human BLM helicase. P54132. recombinant BLM DNA unwinding, fluorescence dequenching. Potency, µM (top dose mostly 56.1 µM), for inactives: at the highest dose activity change, negative = inhibition, usual class: inhibitors. 0.2% of 350,000 active. AID 2528;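 note: plate controls were vehicle for no effect and no enzyme for full effect; nearly all actives have a fitted effect of over 35% in size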
Pol beta inh: blocks human DNA polymerase beta activity; Pol beta primer extension/strand displacement, fluorescence kinetic; Potency, µM (doses to about 114 µM), for inactives: at the top dose activity change, negative = inhibition, most hits filed as inhibitors; 1.3% of 340,000 active; AID 485314; note: % is set by controls: 0 for no effect and ±100 for the full control effect
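Kinetic readout of DNA synthesis with strand displacement by Pol beta. Compound and 10 nM enzyme sit 15 min at room temperature; 50 nM substrate starts the reaction, read immediately and at 10 min.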
POLK inh: blocks human DNA polymerase kappa activity | Potency, µM (titrated, usually from 107 µM), for the others: top-dose activity, negative = inhibition, actives largely listed as inhibitors | 0.53% of 400,000 active | AID 588579 | Q9UBT6 | purified Pol kappa, fluorescent DNA synthesis assay, 10 min; note: % is set by controls: 0 for no effect and ±100 for the full control effect
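Kinetic fluorescence screen: compound preincubated 15 min RT with 10 nM enzyme; 50 nM substrate (final) initiates; reads at 0/10 min.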
G9a inh: inhibitors of human histone lysine methyltransferase G9a. Potency, µM (series often up to 102 µM), for the others: top-dose activity, negative = inhibition, most hits filed as inhibitors. G9a H3K9 monomethylation, AlphaScreen, 2 h. 8.8% of 350,000 active. Q96KQ7; note: % is set by controls: 0 for no effect and ±100 for the full control effect; nearly all actives have a fitted effect of over 75% in size
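Chemiluminescent proximity detection of H3K9 monomethylation, read after 10 min bead incubation in the dark. Reaction: 20 nM G9a, 500 nM biotin-H3K9 peptide, 20 uM SAM cofactor, 2 h, room temperature, following 15 min enzyme-compound preincubation.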
POLH inh: inhibitors of human DNA polymerase eta; Q9Y253; recombinant Pol eta, fluorescent DNA replication assay; Potency, µM (series often up to 114 µM), for the others: at the highest dose activity change, negative = inhibition, hits mostly inhibitors; 1.2% of 390,000 active; note: % is set by controls: 0 for no effect and ±100 for the full control effect
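Pol eta (10 nM) was preincubated with compounds for 15 min at room temperature, after which fluorescent replication substrate (50 nM final) was added to start the reaction. Fluorescence was read kinetically at 0 and 10 min.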
JMJD2A Tudor: blocks the human JMJD2A Tudor domain. O75164. AlphaScreen JMJD2A-Tudor / H3K4me3 peptide binding. Potency, µM (titrated, usually from 114 µM), without a hit: top-dose activity change, negative = inhibition, usual class: inhibitors. 4.4% of 390,000 active. AID 504339; note: % is set by controls: 0 for no effect and ±100 for the full control effect; nearly all actives have a fitted effect of over 50% in size
Target sequence (O75164 whole entry, looked up, the tested form may be a part): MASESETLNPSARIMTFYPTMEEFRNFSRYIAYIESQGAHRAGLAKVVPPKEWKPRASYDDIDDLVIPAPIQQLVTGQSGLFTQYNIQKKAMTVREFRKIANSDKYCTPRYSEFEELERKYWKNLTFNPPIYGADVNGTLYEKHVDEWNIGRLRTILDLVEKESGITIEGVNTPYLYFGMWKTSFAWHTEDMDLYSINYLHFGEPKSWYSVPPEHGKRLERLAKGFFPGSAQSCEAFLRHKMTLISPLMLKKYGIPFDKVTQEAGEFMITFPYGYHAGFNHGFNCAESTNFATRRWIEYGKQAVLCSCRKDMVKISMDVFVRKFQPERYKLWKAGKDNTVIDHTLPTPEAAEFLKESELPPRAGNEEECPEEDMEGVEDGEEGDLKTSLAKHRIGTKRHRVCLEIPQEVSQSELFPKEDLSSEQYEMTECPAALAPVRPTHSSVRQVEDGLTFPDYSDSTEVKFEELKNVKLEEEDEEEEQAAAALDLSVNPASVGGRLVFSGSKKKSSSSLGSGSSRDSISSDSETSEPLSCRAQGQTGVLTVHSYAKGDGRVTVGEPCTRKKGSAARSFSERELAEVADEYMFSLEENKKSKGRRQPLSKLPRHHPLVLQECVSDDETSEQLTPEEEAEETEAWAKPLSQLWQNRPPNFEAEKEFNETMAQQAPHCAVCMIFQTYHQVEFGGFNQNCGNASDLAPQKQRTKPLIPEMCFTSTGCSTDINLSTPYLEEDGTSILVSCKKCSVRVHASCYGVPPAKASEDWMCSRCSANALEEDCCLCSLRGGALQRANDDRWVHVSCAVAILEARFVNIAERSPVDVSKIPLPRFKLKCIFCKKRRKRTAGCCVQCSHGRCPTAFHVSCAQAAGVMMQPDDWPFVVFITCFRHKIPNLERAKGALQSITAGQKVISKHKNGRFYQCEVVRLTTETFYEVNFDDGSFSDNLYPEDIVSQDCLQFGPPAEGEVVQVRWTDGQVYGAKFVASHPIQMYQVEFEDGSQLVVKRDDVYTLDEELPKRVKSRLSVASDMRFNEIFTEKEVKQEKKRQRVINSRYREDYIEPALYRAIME
POLI inh: DNA polymerase iota (human) inhibition. Pol iota fluorescent replication assay, 10 min. Potency, µM (highest dose often 115 µM), for the others: at the top dose activity, negative = inhibition, most hits filed as inhibitors. 1% of 390,000 active
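Fluorescent replication assay read twice, at 0 min and 10 min after adding 50 nM (final) substrate. Enzyme (10 nM) and compounds were first incubated 15 min at room temperature; enzyme-free buffer wells were negative controls.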
BAZ2B block: inhibitors of human BAZ2B bromodomain; Q9UIF8; AlphaScreen BAZ2B-H3K14Ac peptide displacement; Potency, µM (series often up to 114 µM), for inactives: at the top dose activity change, negative = inhibition, usual class: inhibitors; 4.4% of 360,000 active; AID 504333; note: % is set by controls: 0 for no effect and ±100 for the full control effect; nearly all actives have a fitted effect of over 60% in size
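Compounds, titrated to a top concentration of 110 uM, were incubated 30 min at room temperature with preformed BAZ2B/acetyl-K14 H3 peptide complex (50 nM each). Proximity signal was measured by AlphaScreen after 20 min with beads.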
APE1 inh: APE1 (human) endonuclease inhibition; 0.35% of 350,000 active; recombinant APE1, TAMRA/BHQ-2 abasic DNA cleavage fluorescence; P27695; Potency, µM (series often up to 65.8 µM), without a hit: top-dose activity change, negative = inhibition, most hits filed as inhibitors;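 note: plate controls were vehicle for no effect and reference inhibitor for full effect; nearly all actives have a fitted effect of over 55% in size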
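Incision of a quenched TAMRA/BHQ-2 THF abasic-site duplex (50 nM) by 0.75 nM APE1, after 15 min compound preincubation, measured as fluorescence increase over three 60 s reads. Values normalized to buffer, DMSO and NSC13755 control wells.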
Numbers without * were called inactive; ? = inconclusive; . = no result given; [ ] = dose if it differs, or a comment. Calls come from the whole dose curve; as a rule, active = well fitted curve in the direction sought with a large enough effect; inconclusive = small, poorly fitted or top-dose-only effect, or another doubt; inactive = no such curve, though single readings can be large; an effect the other way counts as inactive or inconclusive. Potency is the fitted concentration of half-maximal effect.

The opening 2 records as a preview:
SMILES | BLM helicase inh | Pol beta inh | POLK inh | G9a inh | POLH inh | JMJD2A Tudor | POLI inh | BAZ2B block | APE1 inh
CC(=O)Oc1cccc(C(=O)Nc2ccccc2C(=O)N2CCCC2)c1 | -1% | 3% | -6% | 18% | -15% | -12% | 24% | -15% | 2%
CCN(C[C@H]1N[C@@](C)(C(=O)OC)[C@H]2C(=O)N(C)C(=O)[C@@H]12)C(C)=O | . | . | -3% | . | -11% | -30% | 5% | . | 10%

The list itself, previewed entries included:
SMILES | BLM helicase inh | Pol beta inh | POLK inh | G9a inh | POLH inh | JMJD2A Tudor | POLI inh | BAZ2B block | APE1 inh
CC(=O)Oc1cccc(C(=O)Nc2ccccc2C(=O)N2CCCC2)c1 | -1% | 3% | -6% | 18% | -15% | -12% | 24% | -15% | 2%
CCN(C[C@H]1N[C@@](C)(C(=O)OC)[C@H]2C(=O)N(C)C(=O)[C@@H]12)C(C)=O | . | . | -3% | . | -11% | -30% | 5% | . | 10%
CSc1ccccc1OCc1cc(C(=O)NC(C)Cn2cncn2)no1 (stereo not given) | -2% | 22% | -6% | . | -9% | -8% | 74%[activator] | 1% | -7%
COc1ccc(C(CNC(=O)c2cccc(S(=O)(=O)NCc3ccccc3)c2)N(C)C)cc1 (stereo not given) | -1% | -2% | 6% | 25%[12.7 µM] | -8% | -22% | 22% | -8% | -15%
CC(C)c1onc(C(=O)N2CCN(Cc3ccccc3)CC2)c1[N+](=O)[O-] | 1% | -1% | -5% | ? | -26% | -21% | 19% | 8% | 0%
COc1ccc(OC)c(CCNC(=O)Cn2nc(C)c3c(C)n(-c4ccc(C)cc4)nc3c2=O)c1 | -17% | ? | ? | . | -18% | -26% | ? | 50µM* | -2%
COC(=O)c1ccc(NC(=O)CSCc2ccc(C)cc2)cc1 | -8% | 2% | -7% | ? | -17% | 11% | -12% | 4% | -4%
COc1cc2c(C#CCCCO)c(-c3ccc(C#N)cc3)oc(=O)c2cc1OC | . | . | -8% | 7%[0.501 µM] | 1% | -26% | ? | 10% | -3%
C[C@@]12C(=O)N(CCO)CC(=O)N1[C@H](/C=C/c1ccccc1)[C@@H]1C(=O)N(c3ccccc3)C(=O)[C@@H]12 | -2% | 1% | 1% | -10% | -10% | -11% | -2% | -9% | 31%
N#C/C(=C\c1ccccc1[N+](=O)[O-])C(=O)NC1CCCCC1 | -7% | 9% | -1% | -51% | -5% | -30% | 6% | ? | 1%
CCOC(=O)c1ccc(Nc2nc3ccccc3nc2NS(=O)(=O)c2ccc(Cl)cc2)cc1 | -8% | -8% | 9% | -5%[59 µM] | -18% | 18% | 32% | 5% | .
Cc1cc(N2CCC(C)CC2)nc(-c2ccccc2O)n1 | -4% | 13% | -2% | . | -6% | 86%[activator] | -14% | 78%[activator] | 3%
COc1cccc(-c2nc3ccc(C(=O)NC(C)Cc4cccnc4)cc3o2)c1 (stereo not given) | 2% | 4% | -3% | 13% | 5% | -14% | 20% | -4% | 1%
CCCCN(C(=O)CSCC(=O)Nc1ccc(C)cc1)c1c(N)n(CCCC)c(=O)[nH]c1=O | . | . | -9% | -27% | -16% | -11% | 3% | 3% | 26%
COc1ccc(NCc2nnc(SCC(=O)NCc3ccccc3)n2-c2ccccc2OC)cc1 | -6% | -24% | -15% | ? | -16% | -32% | 1% | -39% | 5%
CCc1ccccc1NC(=O)C(C)n1c(=O)cc(C)c2c(C)nn(-c3ccccc3)c21 (stereo not given) | 1% | 21% | 1% | 17%[59 µM] | -16% | -11% | -6% | -6% | .
Fc1ccc(C2CCNCC2COc2ccc3c(c2)OCO3)cc1 (stereo not given) | 2% | 1% | -2% | 50µM* | -8% | ? | 15% | ? | 26%
COc1ccc(CC(=O)N/N=C/c2ccc(-c3ccc(F)cc3)o2)cc1OC | -3% | -20% | -8% | -1% | -9% | -18% | 46%[activator] | -34% | -3%
NC(=O)C1CCN(C(=O)c2ccco2)CC1 | 0% | 21% | -5% | ? | 6% | -9% | 21% | -6% | 23%
COc1ccc2c(c1)C1=NN(/C(C)=C/C(C)=O)C(c3ccc(F)cc3)C1CC2 (stereo not given) | -14% | 10% | -17% | -14%[59 µM] | -17% | ? | 56%[activator] | 1% | -6%
CS(=O)(=O)N(Cc1ccc(Cl)cc1)c1ccc(C(=O)NCC2CCCO2)cc1 (stereo not given) | -5% | ? | -6% | 6% | 4% | -7% | 21% | -8% | 0%
CSCCC(NC(=O)c1ccc(C)o1)C(=O)O (stereo not given) | -1% | -22% | -6% | -4%[59 µM] | -14% | -14% | 11% | . | -6%
CC(OC(=O)c1cc(S(=O)(=O)N2CCOCC2)ccc1F)C(=O)NC1CCCCC1C (stereo not given) | -1% | -1% | -8% | 0% | -20% | -1% | 22% | -2% | 31%
CCOC(=O)c1ccc(-n2c(CCC(=O)O)ccc2-c2ccc(Br)cc2)cc1 | -7% | ? | -11% | 16µM* | ? | ? | 11% | 50µM* | .
Cc1ccc(C(=O)c2no[n+]([O-])c2C(=O)c2ccc(C)cc2)cc1 | -3% | 14% | 0% | 40µM* | -18% | -23% | ? | ? | 4%

Remaining list, next part
SMILES | BLM helicase inh | Pol beta inh | POLK inh | G9a inh | POLH inh | JMJD2A Tudor | POLI inh | BAZ2B block | APE1 inh
COc1ccc(NS(=O)(=O)c2csc(C(N)=O)c2)cc1 | -3% | 28% | -8% | -8% | -8% | -28% | -9% | 3% | 13%
COc1ccc(Cn2nnnc2C(c2cccnc2)N2CCN(c3ccc(O)cc3)CC2)cc1 (stereo not given) | -2% | -23% | -7% | ? | -5% | ? | 7% | -1% | 10%
Cc1c(C(=O)Nc2ccc(S(=O)(=O)NCC3CCCO3)cc2)cccc1[N+](=O)[O-] (stereo not given) | -4% | 3% | -12% | 21%[59 µM] | -5% | -9% | -30% | -12% | 2%
O=C(C1CCCN(S(=O)(=O)c2cccnc2)C1)N1CCN(c2ccccn2)CC1 (stereo not given) | -1% | 32% | 0% | -21% | -21% | -15% | 10% | -7% | 7%
Cc1cc(Nc2cccc(C(F)(F)F)c2)nc2ccc(NC(=O)c3cccc(Cl)c3)cc12 | -8% | 38% | -11% | 3%[59 µM] | -15% | -21% | 8% | -3% | .
CCOC(OCC)c1ccc(/C=C\c2nccc(N)n2)cc1 | -3% | -2% | 0% | 17% | -14% | 0% | -2% | -13% | -4%
OC(c1ccccc1)(c1ccccc1)c1ccn[nH]1 | . | . | -12% | -16%[2.33 µM] | -3% | -17% | 1% | -5% | -9%
COc1ccccc1NC(=O)Cn1nc(Cc2cccnc2)c2ccccc2c1=O | 0% | 32% | -8% | ? | -17% | -3% | 38%[activator] | 6% | -3%
O=S(=O)(NCc1ccccn1)c1ccc(Cl)c(C(F)(F)F)c1 | -1% | 5% | 5% | 0% | 3% | 10% | 11% | 0% | -1%
CC(=O)Nc1ccc(NC(=O)C(C)O/N=C/c2cccc([N+](=O)[O-])c2)cc1 (stereo not given) | 0% | 14% | 4% | -48%[12.7 µM] | -13% | -17% | 10% | -1% | 0%
CCOc1ccc(CCNC(=O)CCCn2nc(C)c3sc4ccccc4c3c2=O)cc1OCC | -3% | 7% | -17% | -22%[59 µM] | -6% | -26% | ? | ? | .
Cc1noc(C)c1C(=O)Nc1ccc(F)cc1 | 1% | -16% | -9% | -1% | 1% | -6% | 9% | -1% | -4%
COc1cccc(N2CCN(C(=O)c3oc4ccccc4c3NC(=O)CCc3cc(OC)no3)CC2)c1 | -5% | -9% | -8% | 56µM* | -15% | ? | 15% | ? | -19%
O=S(=O)(c1ccc2c(c1)nc(COc1ccc(Cl)cc1)n2CC1CCCO1)N1CCOCC1 (stereo not given) | -2% | 33% | -14% | -1% | -9% | -22% | 19% | -2% | 3%
C[C@H](NC(=O)C1CC(=O)N(c2ccc3c(c2)OCO3)C1)C(=O)NCc1ccco1 (stereo not given in full) | 1% | 44%[activator] | -4% | 1%[0.0925 µM] | -6% | -4% | -9% | 0% | 1%
Cc1c(Cl)cccc1NC(=O)NCc1ccc(C)n1C | -4% | ? | 5% | ? | -17% | -17% | 30% | -38% | 6%
CC(C)=N/N=C1/NC(=O)C(c2ccccc2)S1 (stereo not given) | . | . | -15% | . | -9% | -33% | 2% | . | .

An excerpt of these results, with values under each structure.
Second line of a record – BLM helicase inh | Pol beta inh | POLK inh | G9a inh | POLH inh | JMJD2A Tudor | POLI inh | BAZ2B block | APE1 inh
CCOC(OCC)c1ccc(/C=C\c2nccc(N)n2)cc1
→ -3% | -2% | 0% | 17% | -14% | 0% | -2% | -13% | -4%
OC(c1ccccc1)(c1ccccc1)c1ccn[nH]1
→ . | . | -12% | -16%[2.33 µM] | -3% | -17% | 1% | -5% | -9%
COc1ccccc1NC(=O)Cn1nc(Cc2cccnc2)c2ccccc2c1=O
→ 0% | 32% | -8% | ? | -17% | -3% | 38%[activator] | 6% | -3%
O=S(=O)(NCc1ccccn1)c1ccc(Cl)c(C(F)(F)F)c1
→ -1% | 5% | 5% | 0% | 3% | 10% | 11% | 0% | -1%
CC(=O)Nc1ccc(NC(=O)C(C)O/N=C/c2cccc([N+](=O)[O-])c2)cc1 (stereo not given)
→ 0% | 14% | 4% | -48%[12.7 µM] | -13% | -17% | 10% | -1% | 0%
CCOc1ccc(CCNC(=O)CCCn2nc(C)c3sc4ccccc4c3c2=O)cc1OCC
→ -3% | 7% | -17% | -22%[59 µM] | -6% | -26% | ? | ? | .
Cc1noc(C)c1C(=O)Nc1ccc(F)cc1
→ 1% | -16% | -9% | -1% | 1% | -6% | 9% | -1% | -4%
COc1cccc(N2CCN(C(=O)c3oc4ccccc4c3NC(=O)CCc3cc(OC)no3)CC2)c1
→ -5% | -9% | -8% | 56µM* | -15% | ? | 15% | ? | -19%
O=S(=O)(c1ccc2c(c1)nc(COc1ccc(Cl)cc1)n2CC1CCCO1)N1CCOCC1 (stereo not given)
→ -2% | 33% | -14% | -1% | -9% | -22% | 19% | -2% | 3%
C[C@H](NC(=O)C1CC(=O)N(c2ccc3c(c2)OCO3)C1)C(=O)NCc1ccco1 (stereo not given in full)
→ 1% | 44%[activator] | -4% | 1%[0.0925 µM] | -6% | -4% | -9% | 0% | 1%
Cc1c(Cl)cccc1NC(=O)NCc1ccc(C)n1C
→ -4% | ? | 5% | ? | -17% | -17% | 30% | -38% | 6%
CC(C)=N/N=C1/NC(=O)C(c2ccccc2)S1 (stereo not given)
→ . | . | -15% | . | -9% | -33% | 2% | . | .

A portion of the library, so the mix of outcomes need not match the whole.
